Bioassay records as filed in PubChem BioAssay.
p53ts 32C tox: cytotoxicity in p53ts cells at permissive temperature | H1299-p53A138V at 32C, ATP luminescence viability, 24 h | Potency, µM (highest dose often 46.1 µM), for inactives: at the highest dose activity change, negative = cytotoxicity, hits mostly cytotoxic | 130,000 tested, 0.93% active;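 further: 0% = DMSO and -100% = full killing by reference compound; nearly all actives have a fitted effect of over 55% in size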
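Viability by ATPlite luminescence after 24 h compound treatment (up to 46 uM) at the permissive 32C. Cells are H1299 carrying p53 A138V. Scale runs from DMSO basal to 100 uM tamoxifen as full kill; AC50 from Hill fits.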
Peg3 imprint: inducers of genomic imprint erasure in mouse ES cells; mouse ES Peg3-LacZ reporter, beta-gal luminescence, 40 h; Potency, µM (titrated, usually from 60.7 µM), for inactives: at the top dose activity change, positive = activation, actives largely listed as activators; 110,000 tested, 0.02% active; AID 1948;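 further: 0% = negative control wells on the plate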
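Readout: BetaGlo luminescence (5 min, room temp) for LacZ from the normally silent maternal Peg3 allele in female Peg3LacZ-Neo ES cells. Cells 300/well, 40 h, 37C, 5% CO2. Data normalized per plate to negative controls.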
IkB sig inh: inhibitors of IkB signaling in ABC-DLBCL cells. ABC-DLBCL IkBa-CBG/CBR dual luciferase ratio, 4 h; response scale: scaled: untreated 0%, proteasome inhibitor 100%. Potency, µM (doses to about 57.1 µM), for inactives: top-dose IkBa stabilization activation. 110,000 tested, 0.04% active. AID 445; active means well fitted curve in the direction sought with a large enough effect in the signal ratio, not every such curve was filed as active; inconclusive means small, poorly fitted or top-dose-only effect, or a change in a side signal; the % refers to the signal ratio;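 further: the direction sought is a rising ratio; 0% = basal untreated cells and 100% = reference inhibitor full response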
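Curves were fitted separately to fusion (green), unfused (red) and ratio luminescence, then classed by r2, magnitude and activity. Cells: OCI-Ly3, 4 h compound plus doxycycline at 37C; 10 uM MG-132 defined full response.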
p53ts 39C kill: cytotoxicity in p53ts cells at nonpermissive temperature. AID 902. Potency, µM (top dose mostly 46.1 µM), for inactives: at the top dose activity change, negative = cell killing, usual class: cytotoxic. 130,000 tested, 1.5% active. H1299-p53A138V viability at 39C, ATP luminescence, 24 h; further: nearly all actives have a fitted effect of over 55% in size
Active calls of the source: *; ? = inconclusive; / = no result given; & = joins results of further samples; [ ] = dose if it differs, or a comment. Unless noted, the call rests on the fitted dose curve; in most records, active means well fitted curve in the direction sought with a large enough effect; inconclusive means small, poorly fitted or top-dose-only effect, or another doubt; inactive means no such curve, though single readings can be large; an effect the other way counts as inactive or inconclusive. Unless noted, on the % scale 0 is the no-effect control and ±100 the full control effect; potency means the concentration at half of the fitted maximal effect.

SMILES	p53ts 32C tox	Peg3 imprint	IkB sig inh	p53ts 39C kill
CC(=O)Nc1cccc(NC(=O)C2CC3CCC2C3)c1 (stereo not drawn)	-7%	-5%	1.0%	-3%
Cc1ccc(OC(=O)CSc2nnc(-c3cccs3)o2)cc1	12%	13%[10.9 µM]	?	-6%
CCOc1ccc(-n2c(C)c(C(C)=O)c(C(C)=O)c2C)cc1	1%	/	/	21%
COc1ccc(NC2=C(C)C(=O)CC2)cc1	2%	-12%	?	-13%
Cc1nc(NC(=O)C2CC3CCCC(C2)C3=O)sc1C (stereo not drawn)	2%	-15%	-0.5%	-2%
Cc1ccn2c(Nc3ccccc3C)c(-c3cccnc3)nc2c1	-19%	8%[10.9 µM]	?	?
CCN(CC)CCN1C(=O)c2oc3ccccc3c(=O)c2C1c1ccccc1 (stereo not drawn)	0%	-8%	5.9%	11%
CCOc1ccc(Br)cc1S(=O)(=O)N1CCCC1	-2%	/	/	13%
Cc1nc2sc(C(c3ccccc3)N3CCN(C(=O)c4ccco4)CC3)c(O)n2n1 (stereo not drawn)	-4%	/	/	9%
O=C1[C@@H]2[C@H]3C(=CC[C@@H]2C(=O)N1Cc1ccccc1)C1(OCCCO1)[C@H]1O[C@@H]1[C@H]3O	4%[9.22 µM]	/	/	3%[9.22 µM]

A draw from above in order of number of heavy atoms, largest number first.
SMILES	p53ts 32C tox	Peg3 imprint	IkB sig inh	p53ts 39C kill
CCN(CC)CCN1C(=O)c2oc3ccccc3c(=O)c2C1c1ccccc1 (stereo not drawn)	0%	-8%	5.9%	11%
Cc1ccn2c(Nc3ccccc3C)c(-c3cccnc3)nc2c1	-19%	8%[10.9 µM]	?	?
CCOc1ccc(-n2c(C)c(C(C)=O)c(C(C)=O)c2C)cc1	1%	/	/	21%
CC(=O)Nc1cccc(NC(=O)C2CC3CCC2C3)c1 (stereo not drawn)	-7%	-5%	1.0%	-3%
CCOc1ccc(Br)cc1S(=O)(=O)N1CCCC1	-2%	/	/	13%

Next section:
SMILES	p53ts 32C tox	Peg3 imprint	IkB sig inh	p53ts 39C kill
CCCC(=O)Nc1ccccc1NC(=O)CCC	-2%	-2%	-0.6%	13%
CCc1ccc2nc(NC3=NCN(CCCN4CCOCC4)CN3)nc(C)c2c1	0%	-13%	-1.7%	-2%
CCOc1cc(C2/C(=C(/O)c3ccc(OC(C)C)cc3)C(=O)C(=O)N2CCCOC)ccc1O (stereo not drawn)	-4%	3%	1.2%	10%
Cc1cc(NC(=O)CC(CN(C)S(=O)(=O)c2ccccc2)c2ccccc2)no1 (stereo not drawn)	-6%	-23%	-0.6%	16%
Cc1sc2ccccc2[n+]1CCC(=O)O	0%[9.22 µM]	2%[10.9 µM]	-0.8%[11.4 µM]	2%[9.22 µM]
O=C(c1cc(C(F)(F)F)cc(C(F)(F)F)c1)N1CCC2(CCN(Cc3ccccc3)CC2)CC1	-14%	/	4.1%[11.4 µM]	-6%
Cc1occc1C(=O)NC(C)CCc1ccccc1 (stereo not drawn)	10%	-11%	4.4%	14%
Cc1cc(C(=O)Nc2ccc(C(C)C)cc2)c2c(C)nn(-c3ccccc3)c2n1	-5%	8%[10.9 µM]	-1.4%	-6%
COc1ccc(Cl)cc1S(=O)(=O)N1CCN(CC(=O)Nc2ccccc2C(F)(F)F)CC1	7%	-5%[10.9 µM]	?	-11%
O=C(OCC#CCSc1nnc(-c2ccncc2)o1)c1cccs1	8%	-18%	-0.3%	-2%
COc1ccc(C2C(=O)N(C3CCCCCC3)CC(=O)N2CCc2ccccc2)cc1 (stereo not drawn)	7%	-17%[10.9 µM]	-3.8%	-9%
COc1ccc(S(=O)(=O)N2CCN(c3ncnc4c(-c5ccccc5)nsc34)CC2)cc1	18%	18%	-2.2%	-9%
c1ccc(-n2nnc3ccccc32)nc1	-3%	-16%	0.6%	0%
Cc1ccc(C)c(N2CCN(C(=O)C3CCCN(S(=O)(=O)c4c(C)noc4C)C3)CC2)c1 (stereo not drawn)	12%	-21%	?	16%
CN1CCN(Cc2nc3c(c(=O)n(C)c(=O)n3C)n2CCCc2ccccc2)CC1	-3%	16%	-0.1%	10%
COc1ccc(-c2cn3cccnc3n2)cc1NC(=O)COc1ccccc1	4%	9%[10.9 µM]	-0.9%	-21%
COc1ccccc1OCC(=O)O	0%&-1%	-1%	0.5%	7%&-25%
CCc1nc(SCC(=O)Nc2ccc(C(=O)O)cc2)n[nH]1	8%	-8%	2.3%	6%
COC(=O)c1ccc(Cl)cc1NC(=O)Nc1nnc(N2CCCC2)s1	-6%	-11%[10.9 µM]	?	10%
c1ccc(-c2nc3cnccn3c2Nc2ccc3c(c2)OCCO3)cc1	-9%	-15%	0.4%	-10%
Cc1cc(-n2c(SCC(=O)NCc3ccccc3)nc3ccsc3c2=O)ccc1Cl	9%	8%[10.9 µM]	0.5%	-1%
CCN(CC)S(=O)(=O)c1ccc(NC(=O)[C@H](CCSC)N2Cc3ccccc3C2=O)cc1	-12%	-10%[10.9 µM]	-1.0%	?
COc1ccc(NC(=O)CSc2nnc(-c3ccc(C)cc3)n2N)cc1	-1%	-11%	2.2%	8%
Brc1ccc2oc3c(N4CCOCC4)ncnc3c2c1	0%	-7%	-4.0%	-1%
O=C1CC(c2cccc(Oc3ccccc3)c2)NC(=O)N1 (stereo not drawn)	-7%	-8%	1.8%	20%
CC(=O)N1CCc2cc(Br)cc(S(=O)(=O)N3CCCCCC3)c21	6%	-18%	3.6%	-3%
COCCN(C(=O)CNC(=O)c1ccco1)C(C(=O)NC1CCCCC1)c1cccs1 (stereo not drawn)	16%	/	/	35%
CCOC(=O)CSc1nnc(-c2cccnc2)o1	-3%	/	/	18%
COc1ccc(OC)c(N=Cc2c(O)[nH]c3ccccc23)c1	-12%	-28%	?	-6%
CCOC(=O)c1cccc(NC(=O)c2cccs2)c1	-10%	-30%	-0.3%	-4%
Cc1onc(-c2ccccc2Cl)c1C(=O)OCC(=O)Nc1ccc2c(c1)OCO2	21%	-19%	?	-3%
CCOC(=O)C1CCc2nc3ccccc3c(=O)n21 (stereo not drawn)	-1%	-2%	2.1%	3%
COC(=O)c1nnn(Cc2ccccc2)c1N	1%	-2%	0.4%	-2%
COc1ccc(CCNC(=O)CSc2nc(-c3ccco3)cc(C(F)(F)F)n2)cc1	3%	-3%	1.5%	3%
Cc1ccc(-c2nn3c(C)nnc3s2)cc1NC(=O)c1ccc(OC(C)C)cc1	12%	-23%	?	5%
Nc1ncnc2c1ncn2CCCCC(=O)O	-3%[9.22 µM]	-11%[10.9 µM]	-0.4%[11.4 µM]	3%[9.22 µM]
COc1ccc(-c2nc3sc(CCNC(=O)C(=O)Nc4ccccc4C#N)c(C)n3n2)cc1	-5%	-14%[10.9 µM]	-1.7%	-9%
Cc1ccc(CN(Cc2ccco2)C(=O)COc2ccc(C(C)C)cc2)cc1	1%	-14%[10.9 µM]	?	-5%
Cc1ccc(CNC(=O)CSc2nc3ccsc3c(=O)n2Cc2ccccc2F)cc1	-4%	23%[10.9 µM]	-0.8%	-19%
COCCN1C(=O)c2oc3cc(C)c(C)cc3c(=O)c2C1c1cccc(O)c1 (stereo not drawn)	4%	-4%	0.9%	7%
Cc1csc(NC(=O)C2CCCO2)n1 (stereo not drawn)	13%	-12%	-1.4%	12%
CCOC(=O)c1nc(Nc2ccc(C(C)=O)cc2)c2ccccc2n1	-2%	-11%[10.9 µM]	5.8%	1%
C=CCn1c(SCc2nc3ccccc3nc2C)nnc1-c1ccoc1C	-5%	-19%	1.9%	-7%
CC(C)CN(CCCNC(=O)c1cc(-c2ccc(Br)s2)nc2ccccc12)CC(C)C	8%	0%[10.9 µM]	-1.5%	5%
Nc1ccccc1C#Cc1ccccc1	-14%	-3%	/	-3%
COc1ccc(Oc2nc3c(c(=O)n(Cc4ccccc4Cl)c(=O)n3C)n2C)cc1	-7%	-8%[10.9 µM]	?	-27%
CC(C)(C)c1cc(NC(=O)C2CCCO2)no1 (stereo not drawn)	-24%	-5%	-0.7%	-11%
NS(=O)(=O)c1ccc(NCc2cnc3ccccc3c2)cc1	-6%[9.22 µM]	-5%[10.9 µM]	-0.5%[11.4 µM]	0%[9.22 µM]
COc1ccc(CNC(=O)c2cc3c(=O)n4ccccc4nc3n(Cc3cccnc3)c2=N)cc1	0%	-14%	-2.5%	13%
COc1ccc(Cl)cc1N1C(=O)[C@@H]2C(c3cccc(OC)c3OC)=NO[C@@H]2C1=O	-3%	0%	1.2%	18%

Additional entries follow:
SMILES	p53ts 32C tox	Peg3 imprint	IkB sig inh	p53ts 39C kill
CCOc1ccc(NC(=O)[C@H]2O[C@@H]3OC(C)(C)O[C@@H]3[C@H]3OC(C)(C)O[C@H]32)cc1	-4%	4%[10.9 µM]	-1.3%	-3%
O=C(c1ccc2c(c1)N(Cc1ccccc1F)C(=O)c1ccccc1S2(=O)=O)N1CCCCCC1	17%	5%[10.9 µM]	?	-9%
COc1ccc(NC(=O)c2cnc(N3CCCCC3)c3ccccc23)cc1Cl	-2%	-12%[10.9 µM]	?	?
COc1ccc2c(c1)CC(NC(=O)Nc1c(C)cc(C)cc1C)CO2 (stereo not drawn)	11%	7%[10.9 µM]	-2.9%	-1%
CS(=O)(=O)Nc1ccccc1C(=O)N1CCCC1	1%	3%	1.0%	-25%
CC(=O)N1CCN(c2ccc(OCC3CO[C@@](Cn4ccnc4)(c4ccc(Cl)cc4Cl)O3)cc2)CC1 (stereo partly drawn)	4%	-20%	/	0%
CC(C)OCCCN1C(=O)c2[nH]nc(-c3ccccc3O)c2C1c1cccc(Cl)c1 (stereo not drawn)	?	-35%[inhibitor]	?	?
O=C(NCc1ccco1)c1ccc2c(c1)N(Cc1ccc(F)cc1)C(=O)c1ccccc1S2(=O)=O	8%	-12%[10.9 µM]	?	-12%
COc1ccc(C(=O)N(Cc2ccc(C(C)C)cc2)C2CCS(=O)(=O)C2)cc1 (stereo not drawn)	0%	-3%[10.9 µM]	1.4%	-4%
O=C(c1ccco1)N1CCN(C(c2ccccc2)c2nnnn2C2CCCC2)CC1 (stereo not drawn)	3%	/	/	3%
O=C(Cn1ncn2c(cc3sccc32)c1=O)NCCc1ccccc1	9%	9%[10.9 µM]	-0.8%	-16%
COc1ccc(S(=O)(=O)Nc2ccccc2C(=O)OC2CCCN(C)C2)cc1OC (stereo not drawn)	-8%	-3%	0.9%	2%
CN1CCN(Cc2c(C#N)c3ccccc3n2C)CC1	-8%	-12%	0.0%	-10%
O=C(NCc1nnc(SCC(=O)N2CCCCCC2)o1)c1ccco1	14%	-1%	-0.1%	5%
CCOc1ccccc1NC(=O)Cn1c(=O)n(-c2ccc(F)cc2)c(=O)c2c3c(sc21)CN(C(C)=O)CC3	9%	21%[10.9 µM]	3.6%	?
O=C(OCCCCN1C(=O)c2ccccc2C1=O)c1n[nH]c2ccccc12	0%	-13%	?	-4%
COC(=O)c1c(C)nn(-c2ccc(F)cc2)c1-n1cccc1	-9%	7%[10.9 µM]	?	-10%
COc1ccc(OC)c(NS(=O)(=O)c2ccc(-n3cccn3)cc2)c1	5%	10%[10.9 µM]	?	-7%
CCOCCCNC(=O)c1ccc2c(c1)NC(=O)C(CS(=O)(=O)Cc1ccc(F)cc1Cl)N2 (stereo not drawn)	6%	-15%[10.9 µM]	1.1%	-5%
COc1cccc(CSc2nc3cc(C(=O)NC4CCCC4)ccc3c(=O)n2Cc2ccccc2)c1	-1%	?	?	-7%
O=C1c2oc3ccc(Br)cc3c(=O)c2C(c2cccc(F)c2)N1CCO (stereo not drawn)	6%	-11%	1.3%	3%
COc1ccccc1CN1CC[C@@]2(CCCN(C(=O)c3ccncc3)C2)C1	3%	/	1.2%[11.4 µM]	5%
CCOC(=O)C1CCN(C(=O)CSc2n[nH]c(-c3ccccc3Cl)n2)CC1	-2%	-9%[10.9 µM]	?	-1%
CCn1nc(NS(=O)(=O)c2ccccc2)c2cc3cccc(C)c3nc21	-1%	-9%	2.2%	8%
CC(=NCCCNC1CCCCC1)C1=C(O)CC(C)(C)CC1=O	-9%	-11%	1.6%	2%
